ASAP1 GAP inh – inhibitors of human ASAP1 ArfGAP activity, primary screen, biochemical, fluorescence polarization | 360,000 tested, 0.19% active | ASAP1-stimulated ARF1 GTP hydrolysis, GDP FP detection | Arf-GAP with SH3 domain, ANK repeat and PH domain-containing protein 1 (Homo sapiens), … | inhibition, % at 16.5 µM; in the data active means inhibition above about 25%;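 further: 0% = vehicle with enzyme and substrate and 100% = no enzyme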
proKLK7 act – proKLK7 zymogen activators, primary screen, biochemical, fluorescence intensity; purified proKLK7, EDANS-DABCYL substrate fluorescence; 100% is mature enzyme control, 0% vehicle; 370,000 tested, 0.9% active; AID 652039, 2013; activation, % at 7 µM;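 active means activation above the mean of all tested compounds plus 3 SD, computed per campaign excluding outliers beyond control limits, cut at about 13% in these data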
Target sequence (P49862 whole entry, looked up): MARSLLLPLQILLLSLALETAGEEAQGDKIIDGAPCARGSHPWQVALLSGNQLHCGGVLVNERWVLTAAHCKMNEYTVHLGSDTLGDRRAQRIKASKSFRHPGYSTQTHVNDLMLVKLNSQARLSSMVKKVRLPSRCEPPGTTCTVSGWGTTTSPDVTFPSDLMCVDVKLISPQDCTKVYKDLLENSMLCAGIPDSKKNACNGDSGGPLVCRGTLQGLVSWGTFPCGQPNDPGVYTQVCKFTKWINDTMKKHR
ADAM17 inh – ADAM17 inhibitors, primary screen, biochemical, QFRET. Disintegrin and metalloproteinase domain-containing protein 17 (Homo sapiens), P78536. recombinant ADAM17, EDANS/DABCYL FRET peptide cleavage. inhibition, % at 6.95 µM. 370,000 tested, 0.83% active;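 active means inhibition above the mean of compounds lying between control limits plus 3 SD, set per campaign, cut at about 8.5% in these data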;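 further: 0% = DMSO-only wells as the low control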
MBD2 DNA inh – inhibitors of MBD2 binding to methylated DNA, primary screen, biochemical, TR-FRET, DNA-binding domain, human | Methyl-CpG-binding domain protein 2 (Homo sapiens), Q9UBB5 | MBD2 binding to methylated oligonucleotide | inhibition, % at 4.4 µM | 370,000 tested, 0.31% active | AID 686964, 2013; in the data active means inhibition above about 13%
PLC-beta3 inh – human PLC-beta3 inhibitors, primary screen, biochemical, fluorescence. Purified PLC-beta3, fluorogenic substrate. inhibition, % at 12.2 µM. 370,000 tested, 0.18% active; in the data active means inhibition above about 11%;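 further: 0% = median of compound wells on plate and 100% = full blocker control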
UHRF1 binding – UHRF1 methylated DNA binding inhibitors, primary screen, counter-screen for MBD2 inhibitor project, biochemical, TR-FRET, human UHRF1, single concentration | inhibition, % at 4.4 µM | UHRF1 binding to methylated oligo | 370,000 tested, 0.75% active; in the data active means inhibition above about 21%;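 further: UHRF1 SRA domain binding a hemimethylated CpG hairpin DNA probe; 0% = median of test compound wells and 100% = reference inhibitor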
Target sequence (Q96T88 whole entry, looked up, the tested form may be a part): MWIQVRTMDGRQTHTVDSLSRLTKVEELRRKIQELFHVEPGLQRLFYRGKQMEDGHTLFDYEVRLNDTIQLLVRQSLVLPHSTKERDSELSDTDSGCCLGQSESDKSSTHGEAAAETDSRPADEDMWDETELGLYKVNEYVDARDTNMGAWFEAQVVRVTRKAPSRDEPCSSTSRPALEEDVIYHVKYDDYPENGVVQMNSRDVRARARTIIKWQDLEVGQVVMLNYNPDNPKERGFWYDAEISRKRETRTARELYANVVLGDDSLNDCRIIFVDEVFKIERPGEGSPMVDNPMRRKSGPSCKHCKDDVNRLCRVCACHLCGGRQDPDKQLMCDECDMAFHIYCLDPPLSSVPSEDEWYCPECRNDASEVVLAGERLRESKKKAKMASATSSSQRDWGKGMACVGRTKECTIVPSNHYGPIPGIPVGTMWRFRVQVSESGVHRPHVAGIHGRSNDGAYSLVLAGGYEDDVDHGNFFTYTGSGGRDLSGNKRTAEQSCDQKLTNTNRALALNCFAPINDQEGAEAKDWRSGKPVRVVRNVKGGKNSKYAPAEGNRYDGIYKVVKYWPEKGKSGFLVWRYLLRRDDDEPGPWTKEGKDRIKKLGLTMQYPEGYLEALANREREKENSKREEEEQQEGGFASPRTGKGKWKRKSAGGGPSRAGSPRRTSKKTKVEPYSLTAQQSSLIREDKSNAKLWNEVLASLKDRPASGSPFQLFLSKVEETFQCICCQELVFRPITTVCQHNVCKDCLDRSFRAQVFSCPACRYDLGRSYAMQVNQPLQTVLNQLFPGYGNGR
Tn6 DDE FP – inhibitors of Tn6 peptide binding to fibrin DD(E), primary screen, biochemical, fluorescence polarization, human fibrin, Tn6 probe | 370,000 tested, 0.21% active | Fibrin DD(E) TRITC-Tn6 fluorescence polarization displacement | inhibition, % at 8.3 µM;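 active means inhibition above a per-campaign cutoff: mean of compounds within control limits plus 3 SD, cut at about 15% in these data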;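 further: 0% = median of all compound wells on the plate and 100% = blocking peptide control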
PLC-gamma1 inh – PLC-gamma1 enzyme inhibitors, primary screen, biochemical, fluorescence, purified enzyme; fluorogenic substrate; 370,000 tested, 0.84% active; inhibition, % at 12.2 µM; in the data active means inhibition above about 9.5%
ARFGAP1 inhibitor – inhibitors of rat ARFGAP1 GAP activity, primary screen, biochemical, fluorescence polarization, GDP tracer; Arfgap1-stimulated ARF1 GTP hydrolysis, GDP FP detection; 360,000 tested, 0.26% active; inhibition, % at 16.5 µM; ADP-ribosylation factor GTPase-activating protein 1 (Rattus norvegicus), Q62848; AID 651572, 2012;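 active means inhibition above a per-plate limit, mean inhibition of low control wells plus 3 SD, cut at about 25% in these data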;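 further: 0% = DMSO wells with enzyme and 100% = wells lacking Arfgap1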
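System: truncated rat Arfgap1 GAP domain / Benchmarks: high control wells lacking Arfgap1, low control full reaction with DMSO / Times: compound-enzyme preincubation 20 min, reaction 120 min, detection 60 min, 25 °C / Repeats: one replicate per compound / Also added: human ARF1(Δ1-17)-GTP substrate / Measured by: Tracer-displacement fluorescence polarization with EDTA stop, 620/688 nm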
Tn7 DDE FP – inhibitors of Tn7 peptide binding to fibrin DD(E), primary screen, biochemical, fluorescence polarization, human fibrin, Tn7 probe. FP displacement of FITC-Tn7 peptide from fibrin DD(E); 0% = median of compound wells per plate. inhibition, % at 8.3 µM. 370,000 tested, 0.13% active. AID 720508, 2013;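 active means inhibition above the mean of compounds falling within the control limits plus 3 SD of them, cut at about 14% in these data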;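 further: 0% = plate median of compound wells and 100% = 10 µM Aha-Tn7 peptide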
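system = human fibrin DD(E) protein | quantity = DD(E) 2 µM final | medium = Tris/NaCl/CaCl2 buffer, pH 7.8 | also added = labelled Tn7 tracer, 0.1 µM | compound dosing = single point at 8.3 µM | timing = compound with protein 10 min, then 3 h after probe, room temperature | signal = FP measurement | benchmarks = Aha-Tn7 high control | repeats = one replicate per compound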
* marks the source's active call; other numbers are inactive results; nt = not tested or not shown.

SMILES	ASAP1 GAP inh	proKLK7 act	ADAM17 inh	MBD2 DNA inh	PLC-beta3 inh	UHRF1 binding	Tn6 DDE FP	PLC-gamma1 inh	ARFGAP1 inhibitor	Tn7 DDE FP
COc1ccc(NC(=O)CSc2n[nH]c(N)n2)cc1OC	5	0.0	1	7	0	-3	1	0	3	1
O=C(CN(C(=O)CSc1nc2ccccc2o1)c1ccccc1)NC1CCCCC1	3	1.0	-4	4	5	-4	2	-1	-7	2
Cc1nc(-c2ccc(Cl)cc2)sc1C1(C)CC(c2ccccc2)=NO1 (configuration not stated)	-5	0.1	-2	-4	-3	0	-6	-3	-1	-6
CCOC(=O)C(C)Sc1nc2c(cnn2-c2ccc(F)cc2)c(=O)[nH]1 (configuration not stated)	11	0.7	-1	2	-1	0	-2	-2	2	-7
CCC(=O)N1CCCC(C(=O)c2ccc(-c3ccccc3)cc2)C1 (configuration not stated)	-6	0.5	3	-1	-2	2	1	2	8	1
Cc1cccc(N2C(=O)N3[C@@H]4c5ccccc5OC[C@@H]4[C@@H](c4ccccc4)[C@@]3(C)C2=O)c1	-6	0.3	3	-1	2	-2	3	-3	14	-2
Cc1ccc(NC(=O)C2CCN(C(=O)NCc3ccccc3)CC2)cc1C	3	0.1	-2	0	-7	-1	-3	-1	4	12
NNC(=O)CNC(=O)c1ccccc1F	-2	0.7	-3	-2	0	3	-4	0	-4	-5
CC12CCC(c3c(C(=O)O)nn(-c4ccc(F)cc4)c31)C2(C)C (configuration not stated)	3	0.0	0	0	3	-2	7	3	11	-2
CCN(C(=O)COC(=O)C12CC3CC(CC(NC(C)=O)(C3)C1)C2)C1CCCCC1	5	-0.6	-1	-3	3	1	-6	4	-8	1
COc1ccc(S(=O)(=O)N2CCCC(C(=O)N3CCOCC3)C2)cc1Cl (configuration not stated)	-8	-0.3	-2	-5	-4	-2	6	0	-6	0
COc1cccc(N2CCN(C(=O)CCSCc3ccccc3F)CC2)c1	-10	-0.1	2	-4	-6	0	11	2	10	0
CC1CN(C(=S)Nc2ccccc2)N(c2ccccc2)C1 (configuration not stated)	2	0.7	0	-5	1	-2	-3	1	0	4
Cc1cccc(NC(=O)[C@H](Cc2c[nH]c3ccccc23)NC(=O)[C@@H]2Cc3ccccc3CN2)c1	5	-0.6	0	4	-2	1	2	-3	14	9
Cc1nc2ccccc2nc1N1CCCC1	31*	-0.4	-3	-2	-6	-1	-2	-1	6	-8
Cc1ccc(N(CC(=O)NC(C)(C)C)C(=O)CCC(=O)Nc2nccs2)cc1C	17	0.7	-1	2	-4	-3	-8	2	21	-3
CC(CCc1ccccc1)NC(=O)CN1CCc2ccccc2C1 (configuration not stated)	-18	-0.1	3	2	0	22*	6	4	2	2
COc1ccc(S(=O)(=O)N2CCN(Cc3c[nH]c4ccccc34)CC2)cc1	-3	0.5	3	2	5	-1	-4	4	0	1
O=C(NC(=O)c1c(F)cccc1F)Nc1ccccc1SC(F)F	10	0.6	3	0	-4	-1	-8	3	-3	-4
Cc1cc(C(=O)NN=C/C=C/c2ccco2)n[nH]1	nt	0.5	-5	-1	-23	5	0	-17	nt	5
COc1ccccc1NC(=O)c1ccc(NC(=O)C2CC2C)cc1 (configuration not stated)	-4	0.2	1	-4	-8	-2	0	-2	5	-2
O=C(CC(O)(CC(=O)OCc1ccccc1)C(=O)OCc1ccccc1)OCc1ccccc1	-8	0.2	4	-6	-2	0	-1	-4	-10	2
O=C(CSCc1ccc(Cl)cc1)Nc1cccc(C(=O)Nc2ccccc2C(=O)O)c1	-4	-0.3	-1	1	-11	1	-4	-7	7	-3
CCOc1cc(CNCc2ccc3c(c2)OCO3)ccc1OC	-1	-0.1	-3	-3	-2	3	-5	1	-10	4
Cc1cc(=O)oc2cc(Oc3ccc([N+](=O)[O-])cc3C(F)(F)F)ccc12	-6	-0.6	1	-2	1	-5	-10	0	-5	1

4 of the entries above in order of their number in Tn6 DDE FP, highest first.
| Molecule | Tn6 DDE FP |
| --- | --- |
| Cc1cc(C(=O)NN=C/C=C/c2ccco2)n[nH]1 | 0 |
| O=C(CC(O)(CC(=O)OCc1ccccc1)C(=O)OCc1ccccc1)OCc1ccccc1 | -1 |
| CCOC(=O)C(C)Sc1nc2c(cnn2-c2ccc(F)cc2)c(=O)[nH]1 (configuration not stated) | -2 |
| O=C(NC(=O)c1c(F)cccc1F)Nc1ccccc1SC(F)F | -8 |

Next part:
SMILES	ASAP1 GAP inh	proKLK7 act	ADAM17 inh	MBD2 DNA inh	PLC-beta3 inh	UHRF1 binding	Tn6 DDE FP	PLC-gamma1 inh	ARFGAP1 inhibitor	Tn7 DDE FP
COc1ccc(NC(=O)N2CCn3c2nc2ccccc23)cc1	14	0.6	4	-4	4	-2	-6	5	-11	7
O=C1CN(c2ccccc2)C(=S)N1C(=O)c1ccc(Br)cc1	-7	0.2	0	-1	-32	-2	5	-20	-6	0
Brc1ccc(-n2cc(-c3ccccc3)c3c(NN4CCOCC4)ncnc32)cc1	-5	-0.4	-2	1	5	-5	0	2	-5	3
COc1ccc2nc(N/C(N)=N/C(=S)Nc3cccc(C)c3)nc(C)c2c1	4	2.1	-23	-2	-11	4	-6	-9	-6	8
Cc1c(C(=O)NCCSCc2c(F)cccc2Cl)cnn1-c1ccc(Cl)cc1	-1	0.1	7	2	-9	0	3	4	9	-2
CC(=O)Nc1ccc(S(=O)(=O)Nc2ccc3c(c2)n(C)c(=O)n3C)c(C)c1	-5	-0.5	1	1	-10	6	-6	0	-7	-3
COC(=O)/C(=C\C(=O)c1ccc([N+](=O)[O-])cc1)Nc1ccc(OC)cc1	10	0.5	0	-3	-7	-1	0	-3	7	-12
Nc1c(C=C2C=CC(=O)C=C2)c(=O)nc2snc(SCc3ccccc3)n12	4	0.0	-3	-4	-17	-2	-7	-12	3	-2
CCCNC(=O)CCc1c(C)nc2nc(-c3cc(OC)cc(OC)c3)nn2c1C	-3	0.4	-2	-1	0	0	0	0	-1	3
COc1ccccc1OCc1ccc(C(=O)NCC2CCCO2)cc1 (configuration not stated)	-5	0.4	-3	3	-4	0	-2	3	-2	3
CCOC(=O)/C(C#N)=C/C=C1/C=CC=CN1C	-3	-0.6	0	-15	-5	12	-5	-1	8	-14
COc1ccc(NC(=O)Nc2ccc3c(c2)C(=O)N([C@H](C)CO)C[C@H](C)[C@H](CN(C)C)OCCCC[C@@H](C)O3)cc1	11	0.9	-3	-8	-1	0	-2	3	2	-4
CCOC(=O)C(=O)N(C)c1c(CC)nc2c(OCc3ccc(Cl)cc3)cccn12	-11	0.8	-4	-4	1	0	1	1	-2	2
CCCCc1nc(SCC(=O)N2CCCCC2)c2c(=O)n(C)c(=O)n(C)c2n1	6	0.5	-4	3	-6	-2	-1	-2	9	-1
Cc1c(C(=O)Nc2ccc(S(N)(=O)=O)cc2)oc2ccc(Cl)cc12	1	-0.1	-1	4	1	-4	-4	2	-5	3
COc1ccc(C(=O)CSc2nn3c(=O)c(C(C)(C)C)nnc3s2)cc1	-19	0.2	4	-1	3	3	-10	5	-9	1
O=C(N/C(=C\c1ccc(O)cc1)C(=O)N1CCCCC1)c1ccccc1	-11	0.3	-1	0	-7	0	-4	-2	-5	-5
CCCn1c(N)c(C(=O)CSc2nc3ccccc3n2CCC#N)c(=O)n(C)c1=O	-18	-0.1	-1	-5	3	-6	-1	0	11	2
COc1ccc(CN(Cc2cccn2C)S(=O)(=O)c2ccc(C)cc2)cc1	10	-0.7	4	0	-2	1	4	4	9	-6
Cc1ccc(S(=O)(=O)Nc2nc(C)c(NC(=O)OCCCl)s2)cc1	1	-1.2	8.9*	-7	3	0	-6	3	5	-3
COc1ccc(NC(=O)COc2cccc3c2CCNC3=O)cc1	0	0.6	-1	5	1	-1	-9	5	3	-7
CC1CCCC(NC(=O)CCNC(=O)c2ccc(Cl)cc2)C1C (configuration not stated)	-2	-0.1	-3	-4	-4	-2	0	-1	-5	-4
O=C1CCC(=O)N(O)CCCCCNC(=O)CCC(=O)N(O)CCCCNC(=O)CCC(=O)N(O)CCCCCN1	-7	-0.6	-6	7	-6	-2	-11	3	nt	2
Cc1cc2c(NC3CCCCC3)ncnc2s1	15	-0.2	-4	1	-4	0	2	2	-1	1
Cc1nn(-c2ccccc2)c(C)c1C(=O)NCc1cccs1	17	-0.1	-3	6	2	2	3	-1	1	-1
Other records.
SMILES	ASAP1 GAP inh	proKLK7 act	ADAM17 inh	MBD2 DNA inh	PLC-beta3 inh	UHRF1 binding	Tn6 DDE FP	PLC-gamma1 inh	ARFGAP1 inhibitor	Tn7 DDE FP
COC(=O)C1CN(Cc2ccc(OC)cc2)CCS(=O)(=O)N1Cc1ccc(Cl)cc1 (configuration not stated)	nt	0.2	-2	-4	-1	-1	0	0	nt	3
COc1ccc(CNC(=O)[C@@H]2CC=C[C@@H]3CCN(C4CC4)C(=O)[C@@H]32)cc1	7	0.3	-5	0	1	-3	-6	1	-1	4
CCOc1ncccc1C(=O)OCC(=O)Nc1ccc(C(N)=O)cc1	8	-0.4	1	-1	-3	-1	-4	4	2	-3
O=C(Nc1ccccc1C(=O)NCCCN1CCOCC1)c1ccc(F)cc1	11	-0.8	-2	4	-4	1	3	-1	1	2
CC1(C)N(O)CC(c2cccs2)=[N+]1[O-]	-1	-0.8	-2	-3	3	2	4	0	8	-3
CSC1=NC2(CCCCC2)CC12C=CC(=O)C=C2	0	-0.2	-4	-3	-5	6	-6	-1	5	2
O=C1CCC[C@@H]2C[C@@]3(C[C@@H]4CCN1[C@H]24)Nc1cc(Cl)c(Cl)cc1NC3=NCc1ccccc1	13	-0.2	-3	4	1	-2	-11	-2	15	-1
NC(=O)C1CCN(CC(O)COCc2ccccc2Cl)CC1 (configuration not stated)	0	-0.1	1	1	-5	-1	3	5	4	-8
O=C(c1ccc2c(c1)OCO2)N1CCN(c2ccc(Cl)cc2)CC1	13	0.4	-3	4	-3	12	4	1	8	-1
CCOC(=O)c1sc(NS(=O)(=O)c2ccccc2)nc1C	4	-0.4	0	0	2	1	-2	3	1	-8
Cc1ccc(C)n1CCN1CCN(S(=O)(=O)c2ccc(F)cc2F)CC1	2	0.3	0	2	-2	-3	1	0	-1	-6
CCCCn1c(SCC(N)=O)nc2c(sc3ccccc32)c1=O	-1	0.3	-17	4	-8	2	6	-6	1	-1
Cc1ccc(C(=O)NCCc2ccc(F)cc2)s1	-7	-0.1	-1	1	-8	4	0	0	5	-1

Rows were taken by chance; 4.1% or so of the library scored in one or more.
